From PubChem BioAssay
Scp-1 inhibitor: inhibitors of human Scp-1 phosphatase | Q9GZU7 | Recombinant Scp1, phosphopeptide, malachite green phosphate absorbance | inhibition, % at 20 µM | 0.88% of 340,000 active | AID 493091;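 active = inhibition above about 50% at 20 µM, limit read from the data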;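 also: plate controls were DMSO wells with enzyme for no effect and wells lacking enzyme for full effect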
Target sequence (Q9GZU7 76-261 limits assumed): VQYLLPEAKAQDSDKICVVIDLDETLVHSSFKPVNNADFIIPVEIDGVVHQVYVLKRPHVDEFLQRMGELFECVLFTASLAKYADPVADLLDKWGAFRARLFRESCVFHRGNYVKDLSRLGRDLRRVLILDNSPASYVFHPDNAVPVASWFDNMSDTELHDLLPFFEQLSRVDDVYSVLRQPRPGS
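Test system: SCP-1 phosphatase catalytic domain, residues 76-261; measured by: colorimetric phosphate reagent with accelerator and stabiliser, absorbance at 630 nm; timing: enzyme reaction 45 min at room temperature, colour 5 min, stabilisation 30 min; also added: Phosphorylated 17-residue peptide substrate; compound dosing: one concentration, 20 µM, with 1.0% DMSO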
Tb MetRS inh: blocks T. brucei methionyl-tRNA synthetase activity. 0.4% of 360,000 active. inhibition, % at 11.9 µM. purified T. brucei MetRS, ATP depletion, Kinase-Glo luminescence;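 active = inhibition above a per-plate cutoff of the control wells' mean inhibition plus 3 SD, cut at about 5.5% in these data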;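 also: 0% = DMSO wells median and 100% = median of wells with control inhibitor compound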
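System: purified T. brucei MetRS enzyme / Detection: Kinase-Glo luciferase luminescence reporting remaining unconsumed ATP / Medium: HEPES buffer with MgCl2, KCl, DTT, spermine, BSA, pyrophosphatase / Replication: singlicate, one well per compound / Evaluation: percent inhibition relative to median high and low control wells / Schedule: 2 h aminoacylation at 25 °C after 15 min preincubation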
SKN-1 block: blocks SKN-1 activity in C. elegans. C. elegans VP596 Pgst-4::GFP/RFP ratio, acrylamide-induced, 24 h. inhibition, % at 21.8 µM. 0.49% of 360,000 active. AID 624304;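 active = interference check ratio from 0.5 to 1.5 plus GFP to RFP signal ratio inhibition reaching or exceeding a fixed threshold, cut at about 30% in these data, passing the limit was not always enough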; also: some compounds called inactive have numbers as strong as hits
SUMO1-SIM PPI: SUMO1-SIM interaction modulation. inhibition, % at 20 µM. 0.33% of 360,000 active. SUMO1 binding to a labelled peptide, TR-FRET, 1 h; in the data active = inhibition above about 37%
STEP block: STEP (human) phosphatase inhibition | 0.25% of 360,000 active | inhibition, % at 20 µM | recombinant STEP, OMFP fluorogenic substrate, fluorescence | P54829 | AID 588621;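 active = inhibition at 20 µM, scaled per plate between control wells, above about 37%, limit read from the data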;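 also: 0% = DMSO with enzyme and substrate and 100% = substrate only without enzyme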
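Assay system: isolated STEP enzyme. Buffer or medium: pH 6.0 Bis-Tris with DTT and Tween 20. Also added: fluorogenic phosphatase substrate OMFP at 25 µM final. Dosing: 20 µM, 1% DMSO. Timing: 20 min reaction, room temperature, in the dark. Measured by: fluorescence intensity, excitation 480 nm, emission 540 nm. Evaluation: normalized % inhibition.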
DNMT1 inh: blocks human DNA methyltransferase DNMT1 | P26358 | DNMT1 molecular beacon, Hinp1I cleavage, fluorescence | inhibition (reported as % activation of signal), % at 10 µM | 0.83% of 360,000 active | AID 588458; in the data active = inhibition above about 50%
NadD inh: inhibitors of Staphylococcus aureus NadD. purified NadD enzyme, colorimetric absorbance read-out. 0.78% of 360,000 active. AID 602399. inhibition, % at 20 µM; in the data active = inhibition above about 26%; also: some compounds past the cut are filed as inactive
NRP1-CendR mod: alters CendR peptide binding to human NRP-1; inhibition, % at 25 µM; 0.85% of 360,000 active; AID 602438; O14786; FAM-RPARPAR peptide binding to NRP-1, fluorescence polarization;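 active = inhibition or corrected inhibition above about 18%, plus a signal ratio from 0.5 to 1.5, limit read from the data, passing the limit was not always enough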; also: strong numbers were not always called active
Target sequence (O14786 whole entry, looked up): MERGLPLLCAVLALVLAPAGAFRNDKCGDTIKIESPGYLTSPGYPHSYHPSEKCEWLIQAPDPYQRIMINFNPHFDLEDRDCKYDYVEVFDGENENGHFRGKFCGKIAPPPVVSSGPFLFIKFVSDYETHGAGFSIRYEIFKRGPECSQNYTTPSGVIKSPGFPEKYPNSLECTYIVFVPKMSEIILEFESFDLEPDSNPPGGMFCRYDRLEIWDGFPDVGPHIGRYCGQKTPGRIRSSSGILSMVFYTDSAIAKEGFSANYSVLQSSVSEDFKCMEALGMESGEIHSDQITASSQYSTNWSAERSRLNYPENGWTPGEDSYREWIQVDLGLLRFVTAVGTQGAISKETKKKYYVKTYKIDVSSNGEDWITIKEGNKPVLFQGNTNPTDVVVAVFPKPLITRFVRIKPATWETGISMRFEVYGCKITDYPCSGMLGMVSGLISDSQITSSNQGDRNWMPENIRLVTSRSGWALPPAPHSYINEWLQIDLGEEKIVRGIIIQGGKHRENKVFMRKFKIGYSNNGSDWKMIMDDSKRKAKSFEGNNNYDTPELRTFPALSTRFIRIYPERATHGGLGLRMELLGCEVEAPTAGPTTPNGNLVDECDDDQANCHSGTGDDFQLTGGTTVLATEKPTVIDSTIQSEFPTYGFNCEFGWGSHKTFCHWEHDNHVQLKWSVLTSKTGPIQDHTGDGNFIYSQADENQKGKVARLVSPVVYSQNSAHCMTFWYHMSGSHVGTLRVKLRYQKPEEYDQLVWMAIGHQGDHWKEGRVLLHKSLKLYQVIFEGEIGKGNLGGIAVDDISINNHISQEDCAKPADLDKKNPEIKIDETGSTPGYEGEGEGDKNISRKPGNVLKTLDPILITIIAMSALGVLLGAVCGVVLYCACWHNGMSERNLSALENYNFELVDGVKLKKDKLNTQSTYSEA
Neddyl block: blocks human cullin neddylation | TR-FRET cullin neddylation, biochemical | P61081+Q13564 | calls only at 25 µM | 0.58% of 360,000 active; in the data active = inhibition above about 36%
LMPTP inh: blocks human LMPTP phosphatase. P24666. inhibition, % at 20 µM. recombinant LMPTP-A, OMFP fluorogenic substrate, fluorescence intensity. 0.22% of 360,000 active;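 active = compounds that cut the enzyme signal by at least half of the control window in the single-dose screen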;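 also: plate controls were DMSO wells with enzyme plus substrate for no effect and substrate without enzyme for full effect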
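test system = LMPTP-A | amount = 0.625 nM LMPTP-A final | reagent = fluorogenic phosphatase substrate OMFP at 400 µM final | incubation = 50 min at room temperature | benchmarks = no-enzyme low control, uninhibited high control | medium = Bis-Tris pH 6.0, DTT, detergent | signal = fluorescence intensity of OMFP turnover product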
* = called active by the depositor; i = inactive; / = no result given.

SMILES	Scp-1 inhibitor	Tb MetRS inh	SKN-1 block	SUMO1-SIM PPI	STEP block	DNMT1 inh	NadD inh	NRP1-CendR mod	Neddyl block	LMPTP inh
CN(C)CCOC(=O)c1ccc2c(c1)S(=O)(=O)c1ccccc1C2=O	-5	-0.5	-5	-25	0	-1	1	5	i	-1.4
CCOC(=O)c1cn(C2CC2)c2c(F)c(F)c(F)cc2c1=O	-6	1.4	12	-1	3	1	3	-8	i	-0.9
Cc1cc(N2CCN(c3ccc([N+](=O)[O-])c4cccnc34)CC2)c2ccccc2n1	-13	-0.3	5	5	11	-31	7	-44	i	97*
Nc1ncc2[nH]c(N)nc2n1	-5	-0.3	8	2	-2	3	-3	6	i	14
O=C(/C=C/c1ccccc1Cl)NNC(=O)c1ccncc1	-1	-0.1	2	-12	-2	2	-3	1	i	0.0
Cc1ccc(Cl)cc1N1CCN(S(=O)(=O)c2ccc3c(c2)OCCO3)CC1	-12	-0.9	-8	0	0	-6	-2	-6	i	2.4
Cc1cc(/C(N)=N/OC(=O)c2cccc(Cl)c2)no1	-9	-0.8	5	0	-1	0	-2	7	i	1.0
O=c1[nH]c2ccccc2cc1CN(CC1CCCO1)S(=O)(=O)c1ccc(Cl)cc1 (centres undefined)	-4	-0.1	-13	9	1	-1	-3	13	i	-0.3
COc1ccc2nc(Nc3sc4c(c3C(N)=O)CCCC4)sc2c1	-11	-0.6	-2	7	1	-30	26	-43	i	2.1
CCCNS(=O)(=O)c1cccn1-c1ncc(C(F)(F)F)cc1Cl	-5	0.7	14	-1	1	-2	1	3	i	-1.7
CCC(Oc1ccccc1)C(=O)Nc1ccccc1N1CCCC1 (centres undefined)	-8	-0.3	11	4	-2	3	-1	-6	i	-5.6
O=C(Nc1ccc2ccccc2c1)OC1CCS(=O)(=O)C1 (centres undefined)	/	-0.7	23	-2	/	/	11	3	i	1.3

Five of the entries above in order of the SUMO1-SIM PPI value, falling:
molecule | SUMO1-SIM PPI
O=c1[nH]c2ccccc2cc1CN(CC1CCCO1)S(=O)(=O)c1ccc(Cl)cc1 (centres undefined) | 9
Cc1cc(N2CCN(c3ccc([N+](=O)[O-])c4cccnc34)CC2)c2ccccc2n1 | 5
CCCNS(=O)(=O)c1cccn1-c1ncc(C(F)(F)F)cc1Cl | -1
O=C(/C=C/c1ccccc1Cl)NNC(=O)c1ccncc1 | -12
CN(C)CCOC(=O)c1ccc2c(c1)S(=O)(=O)c1ccccc1C2=O | -25

Remaining list, next part.
SMILES	Scp-1 inhibitor	Tb MetRS inh	SKN-1 block	SUMO1-SIM PPI	STEP block	DNMT1 inh	NadD inh	NRP1-CendR mod	Neddyl block	LMPTP inh
N#C/C(=C\c1ccc(OCc2ccc(C(=O)O)cc2)cc1)C(=O)N1CCOCC1	-6	-0.5	6	-11	0	4	1	-13	i	-2.0
CSc1cccc(-n2ccc(=O)c(C)c2C)c1	-2	-0.4	25	1	-3	0	3	-3	i	0.0
Cn1c(CSc2nc3ccccc3n2C)nc2ccccc21	-5	0.4	11	1	-3	1	1	0	i	-0.3
Cc1cccc(N2CCN(C(=S)Nc3ccc4nc(N5CCOCC5)cc(C)c4c3)CC2C)c1 (centres undefined)	-4	-1.1	0	-5	1	-23	10	9	i	3.2
c1ccc(-c2cnnc(-c3ccccn3)n2)cc1	-11	-0.2	1	-20	3	0	1	5	i	0.3
O=c1c2cc(Br)ccc2[nH]c(=S)n1Cc1cccnc1	-7	0.8	-10	-1	-3	2	5	3	i	1.7
O=C(Nc1ccn(CCCNC2CCN(Cc3ccccc3)CC2)c(=O)n1)OCc1ccccc1	/	-1.3	0	-4	-2	1	2	1	i	2.6
Cc1nc(C)c(-c2csc(Nc3ccc(S(N)(=O)=O)cc3)n2)s1	-7	1.4	15	-13	0	-1	0	8	i	0.5
Cc1cccc(NC(=O)c2cc(-c3cccnc3)nc3c(C)cccc23)n1	-2	-0.1	-14	14	3	-2	2	-19	i	2.0
O=C(NN=C(c1ccccc1)c1ccccn1)c1ccccc1	-5	0.1	-6	-15	-2	1	2	1	i	-1.5
COC(=O)c1ccccc1NC(=O)CN1CCC(n2nnc3cc(C(F)(F)F)ccc32)CC1	6	-0.8	0	6	-5	-17	-6	-6	i	-1.4
Nc1ccc2c(c1)C(=O)c1ccccc1-2	1	-0.4	14	-19	3	3	-5	5	i	0.6

Only Tb MetRS inh and NadD inh, for two of the compounds above:
SMILES | Tb MetRS inh | NadD inh
N#C/C(=C\c1ccc(OCc2ccc(C(=O)O)cc2)cc1)C(=O)N1CCOCC1 | -0.5 | 1
CSc1cccc(-n2ccc(=O)c(C)c2C)c1 | -0.4 | 3

Next part:
SMILES	Scp-1 inhibitor	Tb MetRS inh	SKN-1 block	SUMO1-SIM PPI	STEP block	DNMT1 inh	NadD inh	NRP1-CendR mod	Neddyl block	LMPTP inh
CC(C)NS(=O)(=O)c1ccc(CCC(=O)N2CCOCC2)cc1	4	-0.3	25	3	-1	4	-5	12	i	-1.4
O=C(CSc1nnnn1-c1ccc2c(c1)OCCO2)N1CCc2ccccc21	-1	-0.8	-3	1	-1	7	1	5	i	2.5
Brc1cnc2nc(SCc3nc4ccccc4[nH]3)[nH]c2c1	-8	57*	25	2	3	-1	5	1	i	0.1
COc1cccc(N2CCN(C(=S)Nc3cccc(C)c3)CC2)c1	-5	-0.8	4	0	-1	0	-3	4	i	-0.9
C/C(=N\NC(=O)c1cc(C)nc2ccc(C)cc12)c1ccncc1	-5	0.1	-5	-6	-1	0	-2	-4	i	-1.0
O=C(N1CCN(c2ccccc2)CC1)C12CC3CC(CC(C3)C1)C2	1	-0.4	12	2	2	0	2	10	i	1.7
COC(=O)c1nn(-c2ccccc2)c(=O)cc1O	-6	0.6	-3	5	2	-1	-1	8	i	-1.0
CC(=O)c1ccc(NC(=O)C[n+]2ccccc2)cc1	-10	-0.4	13	6	0	-1	-5	-8	i	-0.7
CN(C1CCCCC1)S(=O)(=O)Cc1ccccc1	-2	0.1	0	-2	4	1	5	8	i	2.1
O=C(Nc1ccc(F)c(Cl)c1)C1CC(=O)N(Cc2ccccc2)C1 (centres undefined)	-10	-0.1	14	-2	-2	-1	-3	16	i	-0.6
Cc1oc2ccc(NS(=O)(=O)c3ccc(F)cc3)cc2c1C(=O)O	8	-0.3	11	3	-1	2	-5	6	i	-0.9
CC(=O)Nc1cccc(NC(=O)CSc2nc(=O)n(Cc3ccccn3)c3c2CCC3)c1	-5	-0.1	-12	-3	2	30	2	7	i	-1.0
COC(=O)Cn1c(=NC(=O)c2ccc(S(=O)(=O)N3CCc4ccccc4C3)cc2)sc2cc(OC)ccc21	-14	-0.3	3	24	3	-1	12	-8	i	0.7
CCOC(=O)C1(CCCc2ccccc2)CCN(C(=O)[C@@H]2C[C@@H](C)NC(=S)N2)CC1	3	-0.7	-2	-1	-1	1	-2	18	i	-0.6
Cc1ccccc1NC(=S)NCCC(c1ccccc1)c1ccccc1	4	-0.9	15	1	1	-5	-9	4	i	3.8
Cc1ccc(Cn2c(SCC(=O)N/N=C/c3ccc(C)o3)nc3ccccc32)cc1	11	-0.5	0	-7	2	-3	10	-5	i	3.7
COc1cccc(C2/C(=C(/O)c3cnn(-c4ccccc4)c3C)C(=O)C(=O)N2CCN(C)C)c1 (centres undefined)	0	-0.3	5	-4	-1	2	-1	-4	i	-3.2
O=C(Cc1cccs1)Nc1cccnc1	-11	-0.4	8	4	1	-4	7	-11	i	-1.1
COc1ccc(CNC(=O)[C@H](C)NC(=O)C2CCN(S(=O)(=O)c3ccc(C)cc3)CC2)cc1	0	-0.9	-2	4	-1	-4	2	-1	i	-2.7
N/C(CSc1ncccc1C(F)(F)F)=N\O	3	0.1	3	-1	-2	0	-2	4	i	-1.6
CCOC(=O)N1CCC(n2c(=S)[nH]c3cc(OC)c(OC)cc3c2=O)CC1	-10	0.2	5	5	1	-4	0	8	i	-0.5
CCCCNC(=O)C1Cc2cc(S(=O)(=O)N3CCCCC3)ccc2N1C(C)=O (centres undefined)	1	-0.3	18	-1	0	0	3	6	i	-1.2
CC(C)(C)c1ccc(CNc2cc(N3CCOCC3)ccc2[N+](=O)[O-])cc1	-7	-0.4	4	-7	4	-5	1	6	i	6.3
Cc1cc(NC(=O)c2ccc(Cl)c([N+](=O)[O-])c2)no1	2	0.0	11	-14	-2	-1	4	-4	i	-1.5
CC(CCc1ccc(O)cc1)N1CCC(Oc2ccc(C(=O)N3CCCC3)cc2)CC1 (centres undefined)	13	0.0	-8	0	-5	1	-6	1	i	-0.6
COc1ccc(NC(=S)Nc2ccc3cn[nH]c3c2)cc1	-5	-0.6	1	0	2	-5	-5	6	i	-0.5
Cc1ccc(N2C(=O)C3C4C=CC(CC4)C3C2=O)cc1[N+](=O)[O-] (centres undefined)	-9	0.1	16	-7	-2	-4	1	8	i	-1.8
O=C(O)CCC(=O)Nc1ccc(Br)cc1C(=O)c1ccc(Cl)cc1	-2	0.8	-2	5	-2	-2	-3	2	i	1.6
O=C(CN1CCN(Cc2ccccc2)CC1)c1ccc(Br)cc1	-6	-0.1	-7	-4	1	-4	-2	4	i	-7.2
Cc1cccc(-c2nsc(SCC(=O)Nc3ccc4c(c3)OCO4)n2)c1	-7	0.2	6	-1	-2	-9	-7	-6	i	2.7
O=C(OCc1c(Cl)cccc1Cl)c1cccnc1	-5	-0.8	15	0	-2	4	11	7	i	-0.4
COc1ccc(S(=O)(=O)N2CN3CCN(C3)C2)cc1OC	-7	0.3	11	-5	0	-1	-3	6	i	-10
S=C1NC[C@H](c2ccccc2)N1CC1CCCCC1	-5	0.6	11	10	3	5	1	-10	i	1.6
COc1ccc(C(C(=O)NC2CCCC2)N(Cc2ccccc2)C(=O)CNC(=O)c2ccco2)cc1 (centres undefined)	0	-1.4	10	3	-15	1	-2	-5	i	-1.1
COc1cccc(/C=C/C(=O)OC(C)C(=O)Nc2c(C)n(C)n(-c3ccccc3)c2=O)c1 (centres undefined)	0	-0.4	0	-4	-3	0	2	10	/	-0.9
CC(NS(=O)(=O)c1ccc(OCC(=O)NCc2cccnc2)cc1)c1ccccc1 (centres undefined)	-6	-0.3	-6	0	-2	0	-1	8	i	0.3
Nc1cc(OC(=O)c2ccc(F)cc2)nn1S(=O)(=O)c1ccc(F)cc1	-15	0.7	10	3	1	-1	1	0	i	0.1
Nc1ccccc1OCCOCCOCCOc1ccccc1N	1	-0.8	-8	2	-1	-6	0	10	i	-1.5
Cc1ccc(C)c(OCCC(=O)Nc2cccc(S(=O)(=O)NC3=NCCCCC3)c2)c1	5	7.0*	-9	1	-5	2	-3	2	i	-0.1
O=C(NCc1ccccc1)NC(=O)c1ccccc1	-2	-1.5	-9	0	0	1	-1	-10	i	0.9
COCCCn1c(=O)/c(=C\c2ccc(OC(F)F)c(OC)c2)s/c1=C(/C#N)C(N)=O	0	-0.4	-15	-21	-2	1	-11	-106	i	-1.9
